High-throughput results deposited in PubChem by several laboratories.
TAAR1 ag: agonists of human TAAR1. Q96RJ0. CHO RD-HGA16 TAAR1, Fluo-8 calcium fluorescence; vehicle wells 0%, saturating PEA agonist 100%. activation, % at 3 µM. 0.99% of 360,000 active. AID 624467;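 active = activation above the mean activation of all test compounds in the run plus 3 SD, cut at about 38% in these data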
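Test system: RD-HGA16 (CHO) cells co-expressing Gα16 and hTAAR1; dosing: one-point dosing at 3 µM (nominal); timing: 17-24 h seeding, 75 min 37 °C dye, 30 min RT; signal: kinetic Fluo-8 calcium fluorescence; read-out basis: % activation relative to PEA EC100 response; controls: DMSO and PEA EC100; replicates: n 1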
CHRM5 PAM: CHRM5 positive allosteric modulation | P08912 | CHO-K1 hM5, Fluo-8 calcium, ACh EC20 PAM; 0% = ACh EC20, 100% = ACh EC100 | activation, % at 3 µM | 0.3% of 360,000 active | AID 624038;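 active = activation above the run cutoff, the mean activation of all test compounds plus 3 SD, cut at about 18% in these data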
Target sequence (P08912 whole entry, looked up): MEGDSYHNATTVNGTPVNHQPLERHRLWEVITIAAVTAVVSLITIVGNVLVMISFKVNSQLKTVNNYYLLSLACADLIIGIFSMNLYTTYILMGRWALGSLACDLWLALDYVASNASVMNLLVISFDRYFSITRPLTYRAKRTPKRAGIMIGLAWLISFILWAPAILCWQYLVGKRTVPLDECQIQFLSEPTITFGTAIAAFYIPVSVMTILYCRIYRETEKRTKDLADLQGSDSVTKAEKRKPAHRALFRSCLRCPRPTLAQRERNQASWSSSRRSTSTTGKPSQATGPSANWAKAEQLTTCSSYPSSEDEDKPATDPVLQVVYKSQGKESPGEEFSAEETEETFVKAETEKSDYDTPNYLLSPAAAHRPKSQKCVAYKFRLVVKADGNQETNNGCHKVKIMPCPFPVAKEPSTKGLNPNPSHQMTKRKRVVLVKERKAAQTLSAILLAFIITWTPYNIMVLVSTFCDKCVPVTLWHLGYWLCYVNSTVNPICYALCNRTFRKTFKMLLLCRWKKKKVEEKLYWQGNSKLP
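Measured by: Fluo-8 calcium fluorescence; material: human M5 receptor in CHO-K1 cells; schedule: Post-acetylcholine fluorescence recording 140 s; benchmarks: low control EC20 acetylcholine (0%), high control EC100 acetylcholine (100%); read-out: Max/basal fluorescence ratio as % of EC20–EC100 ACh window; compound: single dose, 3 µM nominal final test concentration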
CRFBP-R2 agonist: CRF-BP/CRF-R2 complex agonism; HEK293 CRF-R2/CRF-BP, calcium dye fluorescence (FLIPR); percent of saturating CRF peptide response; activation, % at 13.2 µM; 0.46% of 350,000 active; AID 588473;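 active = activation of at least 50%, plus an integration ratio under a set limit after plate pattern correction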;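 also: plate controls were neutral control wells without compound for no effect and CRF at EC100 for full effect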
M5 antag: antagonists of human muscarinic M5 receptor (CHRM5); CHO-hM5 cells, Fluo-8 calcium fluorescence, ACh EC80; inhibition, % at 3 µM; 0.59% of 360,000 active; P08912;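 active = inhibition above a per-plate cutoff, the mean of that plate's test compounds plus 3 SD, cut at about 27% in these data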;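 also: 0% = acetylcholine EC80 with DMSO and 100% = DMSO without agonist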
M5 ag: CHRM5 agonism in calcium assay; P08912; CHO-K1 hM5 cells, Fluo-8 calcium fluorescence; 0% DMSO wells, 100% maximal acetylcholine response; activation, % at 3 µM; 0.19% of 360,000 active;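 active = activation above the run's mean over test compounds plus 3 SD, cut at about 23% in these data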;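 also: signal is peak over basal fluorescence ratio across the kinetic read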
TAAR1 antag: antagonists of human TAAR1; CHO RD-HGA16 TAAR1, Fluo-8 calcium fluorescence, antagonist; inhibition, % at 3 µM; 1.5% of 360,000 active; AID 624466;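 active = inhibition above a per-plate cutoff, the mean inhibition of test compounds on that plate plus 3 SD, cut at about 49% in these data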;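 also: 0% = DMSO plus EC80 beta-PEA response and 100% = DMSO alone without agonist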
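Test system: CHO RD-HGA16 cells bearing hTAAR1 | Reagent: β-PEA, EC80 | Compound dosing: 3 µM, single point | Schedule: Dye loading 75 min at 37 °C, then 30 min room temperature | Signal: Calcium fluorescence with Fluo-8 | Evaluation: Percent inhibition of PEA-evoked calcium signal, max/basal emission ratio | Control set: DMSO-only wells and EC80 β-PEA-stimulated wells | Repeats: Singlicate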
CHRM4 PAM: CHRM4 positive allosteric modulation. P08173. CHO-K1 hM4/Gqi5, Fluo-8 calcium fluorescence, ACh EC20; 0% = ACh EC20, 100% = maximal ACh. activation, % at 3 µM. 0.4% of 360,000 active;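 active = activation above its plate's cutoff, the mean activation of sample wells plus 3 SD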; also: some results filed as inactive read as strong as hits
Target sequence (P08173 whole entry, looked up): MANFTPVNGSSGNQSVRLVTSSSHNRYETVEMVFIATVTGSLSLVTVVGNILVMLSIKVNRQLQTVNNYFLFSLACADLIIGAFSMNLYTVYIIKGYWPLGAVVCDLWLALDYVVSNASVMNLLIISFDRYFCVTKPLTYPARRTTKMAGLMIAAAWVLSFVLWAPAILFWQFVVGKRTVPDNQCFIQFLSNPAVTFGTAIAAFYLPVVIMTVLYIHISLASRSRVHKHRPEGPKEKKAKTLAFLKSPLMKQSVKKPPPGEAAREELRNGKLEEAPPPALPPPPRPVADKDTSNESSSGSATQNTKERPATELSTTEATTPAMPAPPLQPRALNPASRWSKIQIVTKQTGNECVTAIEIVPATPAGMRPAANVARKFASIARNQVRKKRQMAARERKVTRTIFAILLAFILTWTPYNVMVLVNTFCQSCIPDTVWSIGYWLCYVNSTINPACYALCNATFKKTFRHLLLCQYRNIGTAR
CRFR2-BP antag: blocks CRF-induced signaling of the CRF-BP/CRF-R2 complex; 0.59% of 350,000 active; HEK293 CRF-R2/CRF-BP, CRF-induced calcium fluorescence; inhibition, % at 11.8 µM;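 active = inhibition of the ligand-induced calcium signal above about 50% at the single tested concentration, limit read from the data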
M1 PAM parental: M1 PAM counterscreen hit in parental CHO-K1 cells; ATP EC20, Fluo-8 calcium fluorescence; 0% at ATP EC20, 100% at ATP max; activation, % at 3 µM; 0.02% of 360,000 active; AID 602247;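 active = activation above the run cutoff, the mean activation of all test compounds plus 3 SD, cut at about 40% in these data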;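 also: peak over basal fluorescence ratio in a 140 s read after ATP addition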
Numbers without * were called inactive; · = not tested or not shown.

SMILES	TAAR1 ag	CHRM5 PAM	CRFBP-R2 agonist	M5 antag	M5 ag	TAAR1 antag	CHRM4 PAM	CRFR2-BP antag	M1 PAM parental
CCN(CC)S(=O)(=O)c1ccc(C(=O)NNC(=O)c2cccs2)cc1	-0.2	-2.6	1.5	-4.0	-2.3	0.2	3.0	9.3	4.7
Cc1cc(C)cc(NC(=O)CSc2nc3ccncc3[nH]2)c1	1.8	-4.3	0.1	0.9	3.2	13.5	-5.5	-38.6	15.5
O=[N+]([O-])c1cc(Cl)ccc1N1CCOCC1	1.9	5.9	0.7	5.1	1.6	-11.6	2.1	-4.0	6.5
C[C@H](NC(=O)Cc1cccc2ccccc12)C(=O)N1CCCN(C)CC1	4.4	7.2	-2.8	0.9	-4.2	-1.8	4.4	-10.2	-2.5
O=C(CSc1ncn[nH]1)N/N=C/c1ccc(Br)cc1	11.3	-4.4	-1.0	14.4	-5.0	8.4	1.8	-0.8	12.3
COc1ccc(S(=O)(=O)N2CCC(C(=O)Nc3ccccc3C)CC2)c2cccnc12	1.1	-1.0	-1.6	0.9	-1.5	14.6	-2.1	8.0	15.5
O=C(NC1CCN(Cc2ccccc2)CC1)c1ccc(N2CC3CC(C2)c2cccc(=O)n2C3)c([N+](=O)[O-])c1 (stereo not drawn)	0.3	1.1	-0.7	9.7	-11.3	5.6	-10.9	-6.2	-0.8
CN1CCN(S(=O)(=O)c2cccc(C(=O)NC3CCCc4ccccc43)c2)CC1 (stereo not drawn)	5.8	5.9	0.7	-4.3	-3.8	6.5	9.6	7.8	16.6
COc1ccccc1NCCC#N	8.9	-0.5	5.9	1.8	-1.0	-5.7	0.4	12.1	5.6
Cc1cccc(NS(=O)(=O)c2ccc(C(=O)N3CCCC3)cc2)c1C	11.7	-5.4	2.8	4.4	8.3	-16.5	-1.2	-8.3	7.3
COCCNCCCOc1ccc(Cl)cc1Br	2.8	0.6	2.2	-6.5	-4.0	7.0	-3.9	-3.8	14.1
CN(C(=O)c1ccc(Br)o1)C1CCCCC1	-2.6	3.0	0.0	9.0	-6.7	-6.9	1.7	-5.3	-7.9
CCCc1nnc(NC(=O)c2nc(S(=O)(=O)Cc3ccc(C)cc3)ncc2Cl)s1	-0.6	1.2	0.4	-5.5	-1.8	-6.4	-1.9	48.2	-9.0
c1ccc(CCn2nnc3ccccc32)cc1	5.5	-2.2	-2.8	-0.8	-1.0	-26.4	-12.9	10.1	19.2
COc1cc(NC(=O)CN2CCC(Cc3ccccc3)CC2)c(C)cc1[N+](=O)[O-]	4.7	1.1	0.4	-1.2	-1.5	-12.6	2.5	7.2	14.5
CCCCCn1c(N)c(C#N)c2nc3ccccc3nc21	16.9	4.7	-1.2	-1.6	3.6	-20.4	1.7	-23.5	7.8
O=S(=O)(c1ccc(NCCc2c[nH]c3ccccc23)nc1)N1CCOCC1	12.1	-2.5	-0.2	-0.9	2.0	-2.4	-7.5	-5.7	14.9
Cc1ccccc1-n1nc2c(c1NC(=O)CCCl)CSC2	-1.0	2.7	-2.0	-2.1	-1.9	-10.3	3.7	9.6	22.2
CCOC(=O)N1CCN(C(=O)C2CCN(S(C)(=O)=O)CC2)CC1	1.2	-2.4	-0.1	6.6	-0.1	3.3	-0.9	-14.1	-1.1
Cc1nn(Cc2ccccc2)c(C)c1C(=O)OCC(=O)c1cc(C)n(CC(F)(F)F)c1C	-0.6	-2.3	1.6	1.1	-3.4	18.4	4.0	32.9	10.0
O=C(CCNS(=O)(=O)c1ccc(Cl)cc1)NCc1cccnc1	4.6	8.4	-1.0	-5.4	-3.4	-6.2	-1.6	-1.1	26.6
Cc1onc(-c2c(F)cccc2Cl)c1C(=O)OCC(=O)NC(N)=O	19.0	-6.2	-1.5	1.0	10.0	-24.6	-0.6	0.8	15.6
O=C(CN1C(=O)NC2(CCCC2)C1=O)N1CCN(C(=O)c2ccco2)CC1	13.0	1.1	-1.0	-0.2	1.2	12.4	1.6	9.2	17.1
COc1ccc(NC(=O)CC(Cc2ccc(Cl)cc2)C(=O)O)cc1 (stereo not drawn)	-1.2	-0.1	-2.1	-2.8	-1.0	2.9	-3.4	1.8	14.3
COc1cc(OC)cc(C(=O)NCC(=O)OCC(=O)c2cc(C)n(Cc3ccco3)c2C)c1	0.4	-1.9	0.1	2.7	-0.9	-16.8	-4.2	10.3	22.2
Cc1ccc(C(=O)NC(=S)N2CCN(C)CC2)cc1Br	0.0	10.4	0.4	-3.0	-1.1	-7.9	-1.1	-1.0	18.0
COc1ccc(C(=O)COC(=O)c2ccc(Cl)nc2)cc1OC	1.4	0.8	-1.4	-2.3	0.8	-13.6	7.8	2.0	-9.1
CCOC(=O)c1ccc(NC(=O)COc2ccc(S(=O)(=O)NC(C)C)cc2)cc1	6.0	-9.0	-0.3	3.0	1.3	17.6	3.8	-21.5	15.9
COc1cc(C(=O)Nc2cc(C)ccn2)ccc1OCC(=O)N1CCOCC1	0.2	-7.1	-0.1	5.9	-1.8	9.5	-1.7	-10.7	9.0
COC(=O)C1CCN(C(=O)COC(=O)c2cc(-c3cccs3)nn2-c2ccccc2)CC1	1.8	-2.0	-0.8	6.0	-8.8	-8.9	-4.0	-24.0	-21.7
Cc1cc(C(=O)CS(=O)(=O)c2ccc(Cl)cc2)cc(C)c1O	2.1	-2.8	0.6	10.4	1.6	4.7	-0.5	6.9	10.2
COc1cccc(C(=O)Nc2cccc(-c3nnc(-c4ccccc4)o3)c2)c1	9.2	0.9	0.6	0.9	0.2	74.0*	-10.2	-10.1	12.6
CS(=O)(=O)N(CC(=O)NC1CC1)c1cccc(F)c1	1.7	1.5	1.6	3.5	-2.3	-4.0	1.1	-3.3	9.4
CCOC(=O)/C(C#N)=c1/s/c(=C2\C=Cc3ccccc3N2CC)c(=O)n1CC	14.8	1.5	-11.3	9.1	0.1	-12.5	12.2	-16.8	12.4
C=CCOc1ccc(/C=C/C(=O)OCC(=O)NCC(=O)Nc2c(C)cc(C)cc2C)cc1	1.0	5.2	0.7	-5.0	4.0	1.3	7.1	6.0	9.2
CC(=O)Cn1c(CN2CCCC2)nc2ccccc2c1=O	0.7	5.7	-0.3	0.5	2.2	5.9	-9.7	6.5	15.9
CC(C)CN1C(=O)CN(S(C)(=O)=O)CC1(C)C(=O)Nc1ccc2c(c1)OCCO2 (stereo not drawn)	3.8	8.8	·	0.3	0.7	-6.0	2.5	·	·
CCCOc1ccc(N2C(=O)CC(N(C(=O)c3ccco3)c3ccc(OCCC)cc3)C2=O)cc1 (stereo not drawn)	0.4	3.2	2.3	-4.8	3.3	4.2	14.9	25.2	-7.0
O=C(Nc1ccc(O)cc1)/C(=C\c1cccs1)NC(=O)c1ccccc1	2.2	5.9	-0.9	-1.5	0.0	-0.1	9.5	13.0	23.2
C(=N/Nc1nc(-c2ccccc2)cc(-c2ccccc2)n1)/c1cccnc1	11.2	-13.6	-1.3	24.3	6.5	65.2*	-5.6	-20.1	18.9

Some of these compounds in order of length of the SMILES, high to low.
SMILES	TAAR1 ag	CHRM5 PAM	CRFBP-R2 agonist	M5 antag	M5 ag	TAAR1 antag	CHRM4 PAM	CRFR2-BP antag	M1 PAM parental
CCCOc1ccc(N2C(=O)CC(N(C(=O)c3ccco3)c3ccc(OCCC)cc3)C2=O)cc1 (stereo not drawn)	0.4	3.2	2.3	-4.8	3.3	4.2	14.9	25.2	-7.0
CCOC(=O)/C(C#N)=c1/s/c(=C2\C=Cc3ccccc3N2CC)c(=O)n1CC	14.8	1.5	-11.3	9.1	0.1	-12.5	12.2	-16.8	12.4
CCOC(=O)c1ccc(NC(=O)COc2ccc(S(=O)(=O)NC(C)C)cc2)cc1	6.0	-9.0	-0.3	3.0	1.3	17.6	3.8	-21.5	15.9
O=C(CN1C(=O)NC2(CCCC2)C1=O)N1CCN(C(=O)c2ccco2)CC1	13.0	1.1	-1.0	-0.2	1.2	12.4	1.6	9.2	17.1
O=C(Nc1ccc(O)cc1)/C(=C\c1cccs1)NC(=O)c1ccccc1	2.2	5.9	-0.9	-1.5	0.0	-0.1	9.5	13.0	23.2
COc1cc(C(=O)Nc2cc(C)ccn2)ccc1OCC(=O)N1CCOCC1	0.2	-7.1	-0.1	5.9	-1.8	9.5	-1.7	-10.7	9.0
O=C(CCNS(=O)(=O)c1ccc(Cl)cc1)NCc1cccnc1	4.6	8.4	-1.0	-5.4	-3.4	-6.2	-1.6	-1.1	26.6
CS(=O)(=O)N(CC(=O)NC1CC1)c1cccc(F)c1	1.7	1.5	1.6	3.5	-2.3	-4.0	1.1	-3.3	9.4
CC(=O)Cn1c(CN2CCCC2)nc2ccccc2c1=O	0.7	5.7	-0.3	0.5	2.2	5.9	-9.7	6.5	15.9

Continued:
SMILES	TAAR1 ag	CHRM5 PAM	CRFBP-R2 agonist	M5 antag	M5 ag	TAAR1 antag	CHRM4 PAM	CRFR2-BP antag	M1 PAM parental
CC1=C(C(=O)N(C(C)C)C(C)C)CC(CC(=O)NCCCCc2ccccc2)C(=O)N1CCCN1CCCC1=O (stereo not drawn)	2.0	-0.3	·	4.6	0.2	5.5	-3.3	·	-0.8
N#Cc1cc([N+](=O)[O-])ccc1NC(=O)COC(=O)CN1C(=O)C2CCCCC2C1=O (stereo not drawn)	2.4	-3.1	-1.0	15.4	4.2	7.1	-1.5	16.8	21.4
COc1cccc(CNc2nc3cc(-c4ccc(F)cc4)sc3c(=O)n2C)c1	2.5	-2.5	·	2.0	0.0	-15.7	3.7	·	-1.7
COc1ccc(C(=O)NCc2ccc(C(=O)NCC(OC)OC)cc2)cc1OC	4.7	4.2	-2.0	-2.1	-4.6	-20.5	1.5	5.9	5.5
NC(=S)NC(=O)c1ccccc1	3.4	5.8	0.6	-3.0	-1.9	-13.5	0.4	-6.4	-21.4
Cc1ccc(NS(=O)(=O)c2cccc(C(=O)NCC(c3cccs3)N3CCOCC3)c2)cc1 (stereo not drawn)	9.6	1.3	-0.7	5.2	4.2	-4.5	2.8	-2.3	9.5
O=C1CN(N=Cc2ccco2)C(=O)N1	1.1	14.2	3.4	3.7	2.4	7.7	4.6	0.1	17.1
O=C(CN1CCN(c2ccc(Cl)cc2)CC1)Nc1cccc(F)c1	0.2	-8.4	-1.0	-4.6	-0.1	8.3	-4.2	-16.2	-5.1
Cc1csc(NC(=O)C2CCCN2C(=O)Oc2ccccc2)n1 (stereo not drawn)	4.3	1.4	-0.4	2.0	2.4	-3.0	-2.3	-11.3	20.3

The order is random (roughly 4.2% active in at least one column).
